PREPL inhibitor: PREPL enzyme inhibitors, primary screen, biochemical, fluorescence polarization. AID 2751, 2010. recombinant PREPL, fluorescence polarization activity-based probe. actives 0.68% (n = 320,000). inhibition, % at 5.96 µM; in the data active = inhibition above about 43%;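 note: 0% = enzyme with DMSO and 100% = wells lacking enzyme; many of its hits are not listed in these tables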
GSTO1 counter: inhibitors of recombinant GSTO1, primary screen, counter-screen for RBBP9 inhibitor project, biochemical, fluorescence polarization | activity-based probe fluorescence polarization | inhibition, % at 5.96 µM | actives 1.1% (n = 300,000);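 active = inhibition above the campaign mean inhibition plus 3 SD, cut at about 35% in these data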;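 note: 0% = GSTO1-1 with DMSO and 100% = wells lacking GSTO1-1 enzyme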
Target sequence (P78417 whole entry, looked up): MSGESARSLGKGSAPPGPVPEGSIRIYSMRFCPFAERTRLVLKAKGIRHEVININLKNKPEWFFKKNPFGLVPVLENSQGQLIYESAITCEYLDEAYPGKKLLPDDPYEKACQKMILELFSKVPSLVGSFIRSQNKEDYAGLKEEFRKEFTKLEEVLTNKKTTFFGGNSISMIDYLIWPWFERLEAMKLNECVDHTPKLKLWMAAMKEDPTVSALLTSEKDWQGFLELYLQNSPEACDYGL
LYPLA1 inh: LYPLA1 inhibitors, primary screen, counter-screen for PME1 inhibitor project, biochemical, fluorescence polarization, FP-Rh probe ABPP; actives 0.16% (n = 320,000); inhibition, % at 5.9 µM; recombinant LYPLA1; Acyl-protein thioesterase 1 (Homo sapiens), O75608;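 active = inhibition above the mean of all tested compounds plus 3 SD, set per campaign, cut at about 14% in these data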;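 note: inhibitors block serine hydrolase probe labeling of LYPLA1 so polarization falls; 0% = enzyme with DMSO and 100% = wells lacking LYPLA1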
Target sequence (O75608 whole entry, looked up): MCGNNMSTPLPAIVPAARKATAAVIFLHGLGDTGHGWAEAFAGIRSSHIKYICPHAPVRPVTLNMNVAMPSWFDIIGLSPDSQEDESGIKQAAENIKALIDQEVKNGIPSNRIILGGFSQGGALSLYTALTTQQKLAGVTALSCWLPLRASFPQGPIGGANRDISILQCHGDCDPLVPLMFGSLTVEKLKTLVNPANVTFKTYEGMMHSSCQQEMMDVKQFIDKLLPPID
PAFAH1B3 FP inh: PAFAH1B3 enzyme inhibitors, primary screen, biochemical, fluorescence polarization, human; Platelet-activating factor acetylhydrolase IB subunit alpha1 (Homo sapiens), Q15102; recombinant PAFAH1B3, FP-rhodamine probe; inhibition, % at 3.39 µM; actives 0.28% (n = 340,000);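 active = inhibition above the screen-wide average of all tested compounds plus 3 SD, cut at about 25% in these data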;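 note: 0% = enzyme with DMSO only and 100% = wells lacking PAFAH1B3 protein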
Target sequence (Q15102 whole entry, looked up): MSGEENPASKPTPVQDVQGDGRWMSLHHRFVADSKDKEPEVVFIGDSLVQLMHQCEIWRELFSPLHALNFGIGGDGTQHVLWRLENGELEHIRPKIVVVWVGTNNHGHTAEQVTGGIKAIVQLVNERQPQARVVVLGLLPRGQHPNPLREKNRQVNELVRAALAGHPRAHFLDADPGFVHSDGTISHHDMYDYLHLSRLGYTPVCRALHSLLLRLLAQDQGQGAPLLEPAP
pPAFAH FP inh: pPAFAH enzyme inhibitors, primary screen, biochemical, fluorescence polarization, human; Platelet-activating factor acetylhydrolase (Homo sapiens), Q13093; inhibition, % at 3.39 µM; recombinant pPAFAH, FP-rhodamine probe fluorescence polarization; actives 1.5% (n = 330,000);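 active = inhibition above the mean inhibition across the screen plus 3 SD, cut at about 25% in these data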;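 note: inhibitors block binding of the rhodamine activity-based probe so polarization drops; 0% = enzyme with DMSO and 100% = wells lacking pPAFAH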
PME-1 inh: PME-1 inhibitors via competitive probe labeling, primary screen, biochemical, fluorescence polarization, FP-Rh probe, HTS; inhibition, % at 5.9 µM; actives 0.53% (n = 320,000); recombinant PME-1; Protein phosphatase methylesterase 1 (Homo sapiens), Q9Y570;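 active = inhibition above the campaign mean of all compounds plus 3 SD, cut at about 26% in these data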;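 note: competitive labeling of PME-1 active site by serine hydrolase directed probe; 0% = PME-1 with DMSO and 100% = wells lacking PME-1 enzyme; inhibitors block probe labeling so polarization falls and inhibition rises; many of its hits are not listed in these tables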
PAD4 inh: human PAD4 inhibitors, primary screen, biochemical, fluorescence polarization, 1536-well format | inhibition, % at 6.36 µM | AID 485272, 2010 | Protein-arginine deiminase type-4 (Homo sapiens), Q9UM07 | actives 0.41% (n = 330,000) | recombinant PAD4, RCA probe fluorescence polarization;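 active = percent inhibition above a cutoff equal to the mean of all tested compounds plus 3 SD, cut at about 15% in these data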;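 note: 0% = PAD4 with RCA probe and DMSO and 100% = probe without PAD4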
LYPLA2 inh: LYPLA2 inhibitors, primary screen, counter-screen for PME1 inhibitor project, biochemical, fluorescence polarization, FP-Rh probe ABPP. Acyl-protein thioesterase 2 (Homo sapiens), O95372. recombinant LYPLA2. AID 2177, 2009. actives 0.38% (n = 320,000). inhibition, % at 5.9 µM;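 active = inhibition above the screen-wide mean plus 3 SD, limit set per campaign, cut at about 26% in these data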;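 note: 0% = LYPLA2 with DMSO and 100% = wells lacking LYPLA2 enzyme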
PAFAH1B2 FP inh: PAFAH1B2 enzyme inhibitors, primary screen, biochemical, fluorescence polarization, human; Platelet-activating factor acetylhydrolase IB subunit alpha2 (Homo sapiens), P68402; recombinant PAFAH1B2, FP-rhodamine activity probe; inhibition, % at 3.39 µM; actives 1.2% (n = 340,000); AID 492953, 2010;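 active = inhibition above the mean of all tested compounds plus 3 SD, cut at about 24% in these data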;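 note: 0% = enzyme with DMSO and 100% = wells lacking PAFAH1B2; many of its hits are not listed in these tables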
Target sequence (P68402 whole entry, looked up): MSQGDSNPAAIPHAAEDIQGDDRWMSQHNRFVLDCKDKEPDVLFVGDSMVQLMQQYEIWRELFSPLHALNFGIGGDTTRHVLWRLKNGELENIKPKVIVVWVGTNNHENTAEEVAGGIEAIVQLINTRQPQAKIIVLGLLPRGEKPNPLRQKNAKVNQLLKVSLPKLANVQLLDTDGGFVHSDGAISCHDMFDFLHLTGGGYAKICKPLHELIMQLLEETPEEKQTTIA
* = called active by the depositor; . = not tested or not shown. These rows are one share of the data. The share of hits here may be higher or lower than overall.

SMILES	PREPL inhibitor	GSTO1 counter	LYPLA1 inh	PAFAH1B3 FP inh	pPAFAH FP inh	PME-1 inh	PAD4 inh	LYPLA2 inh	PAFAH1B2 FP inh
CCOc1ccc(Oc2ccc(Cl)cc2N)cc1	11	1	0	7	8	8	-9	23	3
CCC1(C)Cc2ccccc2-c2nc(NCCCO)[nH]c(=O)c21 (stereo unspecified)	-2	-1	-2	-1	-5	-8	-1	0	10
COC(=O)/C=C1\NCCNC1=O	-1	-10	2	-3	1	3	0	4	6
COc1ccccc1NC(=S)NNC(=O)c1cc(C)nn1C	-11	4	2	7	7	-2	0	-1	3
Cc1ccc(NC(=S)N/N=C2\CCCCC2C)cc1 (stereo unspecified)	-5	-10	-1	3	1	2	-2	0	16
Cc1nn(CCC(=O)NNC(=S)Nc2ccc(Cl)cc2)c(C)c1[N+](=O)[O-]	-1	-1	3	8	-1	-4	-3	4	3
O=C(COC(=O)CCc1nc2ccccc2s1)Nc1cccc(S(=O)(=O)N2CCOCC2)c1	22	-2	0	8	10	8	3	3	1
COc1ccc(S(=O)(=O)NC(CC(=O)NCC2CCCO2)c2ccco2)cc1 (stereo unspecified)	6	4	-4	14	-8	-4	-2	-4	3
N#CCCN1CCN(C(CNS(=O)(=O)c2ccc(Cl)cc2)c2ccccc2)CC1 (stereo unspecified)	21	-3	5	-2	16	0	2	6	19
COc1ccc(CCNC(=O)c2ccc(CNS(=O)(=O)c3cc(C)ccc3C)cc2)cc1OC	11	-1	0	5	-1	0	-1	9	0
COc1ccc(C(=O)Nc2c(N)nc[nH]c2=O)cc1	-1	-13	0	-3	-1	3	2	6	2
COc1ccc(C2C(C(=O)c3ccc(C)o3)=C(O)C(=O)N2Cc2cccnc2)cc1 (stereo unspecified)	-1	10	0	-2	-1	0	2	3	6
CCc1ccc(NC(=O)C[n+]2cc(-c3ccc(C)cc3)n3c2CCC3)cc1	16	6	-1	.	3	0	4	2	.
CCn1c(SCC(=O)Nc2ccc(OC)c(OC)c2)nnc1-c1c[nH]c2ccccc12	3	3	-1	-7	-4	1	0	-15	1
CCN(C(=O)CN1CCCC(C)C1)c1c(N)n(Cc2ccccc2)c(=O)[nH]c1=O (stereo unspecified)	14	.	.	-5	4	.	4	.	-4
CC(Oc1ccc(Cl)cc1Cl)C(=O)NCCCN1CCOCC1 (stereo unspecified)	3	-3	1	3	-6	-1	5	-4	11
O=C(CC(C(=O)N1CCc2ccccc21)n1ccnc1)NCC1CCCO1 (stereo unspecified)	4	-2	0	8	-1	4	-3	1	4
O=C(COc1ccc(-c2ccccc2)cc1)NN=C1CCCC1	-21	-6	5	12	-3	-4	-5	2	6
O=C(CNC(=O)c1ccccc1Cl)Nc1ccncc1	13	.	2	3	1	-2	-4	6	7
C[C@H]1CN([C@@H](C)CO)C(=O)Cc2cc(NC(=O)C3CC3)ccc2O[C@H]1CN(C)Cc1ccc(C(=O)O)cc1	15	.	.	-2	2	.	1	.	4
Cc1ccc(CNC(=O)CN2C(=O)NC(C)(c3ccc(Cl)cc3)C2=O)cc1 (stereo unspecified)	-10	-1	1	12	5	-4	-4	-2	4
Cc1cc(N2O[C@]34C=C[C@]25C[C@@H](O)CC[C@]5(C)C3CC[C@]2(C)[C@@H]([C@H](C)/C=C/[C@H](C)C(C)C)CC[C@H]24)no1 (stereo partly specified)	.	.	.	5	-6	.	-2	.	1
Cc1c(NC(=O)CSc2nnc3sc4ccccc4n23)c(=O)n(-c2ccccc2)n1C	9	3	3	4	-4	-1	1	7	-1
COc1ccc(-n2nc3c(c2NC(=O)C2CCCC2)CS(=O)C3)cc1 (stereo unspecified)	-2	7	0	4	3	-4	-5	-7	3
CC(C)OC(=O)CC12CN(C)CC(CC(=O)OC(C)C)(CN(C)C1)C2=O	13	10	0	9	5	0	-1	4	-2
Cc1ccc(C(=O)NNC(=O)C2CCN(Cc3ccc(Cl)c(Cl)c3)CC2)cc1	-18	0	1	7	4	-3	0	-1	-1
CCCOc1cccc(C2/C(=C(\O)c3ccc4c(c3)OCCO4)C(=O)C(=O)N2CCCn2ccnc2)c1 (stereo unspecified)	20	5	5	9	4	4	2	7	3
OC(COCCC12CC3CC(CC(C3)C1)C2)CN1CCCCC1 (stereo unspecified)	7	1	0	-9	-6	4	5	0	4
O=C(Nc1ccccc1C(=O)Nc1ccccc1)c1ccco1	4	-7	-5	5	0	-5	-3	-7	2
COc1ccc(N2C(=O)C3CCCN3C2c2ccc(Cl)cc2)cc1 (stereo unspecified)	-4	-2	3	5	-5	1	0	-1	6
O=C1Nc2ccccc2/C1=C/c1cnc(-c2ccccc2)[nH]1	-1	2	0	0	-5	13	-4	2	2
CCOP(=O)(NC12CC3CC(CC(C3)C1)C2)NC12CC3CC(CC(C3)C1)C2	13	1	2	6	3	3	-3	2	2
Cc1nnc(N/N=C/c2c[nH]c3ccccc23)[nH]c1=O	7	6	3	2	3	3	-1	3	4
O=C(N/N=C/c1ccc(OCc2cnc(Cl)s2)cc1)c1ccncc1	-5	1	5	1	1	-7	-2	20	3
Cn1c(O)c(N=NC(=O)CNC(=O)c2ccco2)c2ccccc21	11	4	-5	-1	-2	-6	-1	-4	2
CCOC(=O)CSc1nc(N)c2c3c(sc2n1)CCCC3	3	-4	-2	0	5	-2	1	3	0
COc1cc(/C=N/NC(=O)c2ccc3ccccc3c2)ccc1Oc1ccc([N+](=O)[O-])cn1	-54	-10	-25	-17	-7	-33	-5	-22	-11
Cc1nc2ccc([N+](=O)[O-])cc2[nH]1	-2	-2	-1	2	-3	-4	3	-1	6
Cc1cc(C)cc(NC(=O)C(OC(=O)c2ccc([N+](=O)[O-])o2)c2ccccc2)c1 (stereo unspecified)	-7	7	-3	1	4	0	-8	1	-1
O=C(Nc1cccc(S(=O)(=O)N2CCCCC2)c1)c1ccc(OCC2CCCO2)cc1 (stereo unspecified)	7	-3	-4	6	0	2	1	2	4
O=C1CC(C(=O)Nc2cccc(F)c2)n2ncnc2N1 (stereo unspecified)	-4	-2	-1	-5	4	0	-1	1	4
COc1ccccc1N1CCN(C(=O)CCNS(=O)(=O)c2ccc(Br)s2)CC1	5	2	5	-4	11	-1	-6	8	7
Cc1nc2ccc(NC(=O)c3ccc4ccccc4n3)cc2s1	0	-4	-4	1	-1	-31	1	-4	-2
Cc1ccc(C(=O)c2coc3ccc(O)c(Cl)c23)cc1	10	7	2	7	3	0	0	3	1
CCN(CC(=O)Nc1cccc(S(=O)(=O)N2CCOCC2)c1)Cc1ccccc1	0	1	1	8	8	7	-3	-3	8
CC1CCN(c2ccc(-c3cccc(NC(=O)C(F)(F)F)c3)nn2)CC1	10	-4	-1	6	-2	-6	-4	-1	21
CCOC(=O)c1ccc(N2C(=O)CC(Sc3nnc(C)s3)C2=O)cc1 (stereo unspecified)	7	0	-2	3	0	-2	-7	-4	-2
CCCCC/C=N\NC(=O)Cc1ccc([N+](=O)[O-])cc1	17	0	0	11	3	0	-1	6	0
CCn1c(SCC(=O)c2cccs2)nnc1-c1cccs1	-3	3	7	7	4	6	3	7	-1
CCOC(=O)c1c(NC(=S)Nc2ccc(OC)cc2)sc2c1CCC2	10	-2	-4	3	5	4	0	-7	-5
Next section:
SMILES	PREPL inhibitor	GSTO1 counter	LYPLA1 inh	PAFAH1B3 FP inh	pPAFAH FP inh	PME-1 inh	PAD4 inh	LYPLA2 inh	PAFAH1B2 FP inh
COc1ccccc1CCC(=O)N1CCC(n2nccc2NC(=O)C2CCOC2)CC1 (stereo unspecified)	9	-4	2	-3	0	4	-2	6	2
CCc1ccccc1NC(=O)c1cc(S(=O)(=O)N2CCCC2)c[nH]1	13	5	2	6	1	2	0	-1	6
Cc1ccc(-c2cc(-c3c(C)nn(C)c(=O)c3N)[nH]n2)cc1	21	-6	-2	12	-4	4	0	2	3
CCC(=O)c1ccc(OCC(=O)NCC2COc3ccccc3O2)cc1 (stereo unspecified)	-9	.	3	6	2	7	2	6	2
CSc1ccccc1NC(=O)CN(C)CC(=O)NCC(=O)Nc1ccc(F)cc1	-9	2	1	-2	-2	0	-1	5	1
Cc1ccc(C)c(NC(=S)NC(C)C(c2cccs2)N2CCOCC2)c1 (stereo unspecified)	7	0	-3	-6	-7	-1	-2	-3	7
COc1ccc(OC(C)=O)c(C2c3cc(OC)c(OC)cc3CCN2C(C)=O)c1 (stereo unspecified)	8	4	4	-1	3	4	4	8	1
Cc1ccc(S(=O)(=O)NCCC(=O)N2CCCCCC2)cc1	8	2	0	3	1	-1	5	1	12
CCCCn1c(N)c(N(CC(C)C)C(=O)CSc2ccc3c(c2)OCCO3)c(=O)[nH]c1=O	7	.	0	11	1	4	4	1	-6
CCOC(=O)C1CCN(C(=O)CCc2c(C)nc3cc(-c4ccc(OC)cc4OC)nn3c2C)CC1	-2	-2	1	2	3	-6	0	6	0
NC(=O)CN1C(=O)C(=O)N(Cc2ccc(Cl)cc2)C1=O	0	-4	-2	1	2	1	-5	5	1
Cc1sc2nc(COC(=O)c3cccc(S(=O)(=O)N(C)c4ccccc4)c3)[nH]c(=O)c2c1C	-8	-8	-26	-14	9	-36	-10	-37	-6
Cc1nnc(NC(=O)c2cc3ccccc3o2)s1	5	-3	0	-4	1	-4	0	6	4
Cc1cc(/C=C(\C#N)C(=O)OCC(=O)NC(=O)NC(C)(C)C)c(C)n1CCC(C)C	-20	-16	-5	-8	2	-1	0	-3	2
COc1ccc(/C=C2\C(=O)OCc3cc(OC)c(OC)cc32)cc1OC	4	-8	1	3	4	-1	-1	-2	6
CCSc1nsc(SCC)c1C(N)=O	1	9	2	6	-1	5	3	7	5
COC(=O)c1ccccc1NC(=S)N1CCN(c2ccc(OC)cc2)CC1	19	-1	-3	2	-4	-3	2	-1	4
COC(=O)c1ccccc1NC(=O)c1c(Br)cnn1C	8	5	3	0	6	1	-3	9	2
COC(=O)COc1cccc2c(=O)n(CC(=O)N3CCCc4ccccc43)ccc12	0	0	-3	1	1	2	-3	-6	1
COc1ccc(CN2CCN(Cc3ccco3)CC2)c(OC)c1	8	2	0	11	1	4	-8	4	-2
CN(CC(=O)Nc1ccc(Cl)c(C(F)(F)F)c1)C(=O)c1cccc(N2C(=O)CCC2=O)c1	6	.	-9	7	2	-10	6	-1	-6
COc1cc(OC)cc(C(=O)NNC(=S)Nc2ccc(S(N)(=O)=O)cc2)c1	1	-5	-2	6	5	0	-5	-7	7
CC(=O)Nc1sc(N/N=C/c2ccc(C)cc2)nc1-c1ccc(C)cc1	12	21	-1	11	1	13	0	3	5
Fc1ccc(-c2nc3n(n2)Cc2ccccc2-3)cc1	-15	-7	3	3	2	-5	-1	13	-1

Screening data deposited in PubChem by The Scripps Research Institute Molecular Screening Center.
